Screening results (PubChem BioAssay)
hcDAF-12 act: activators of H. contortus DAF-12 nuclear receptor; HEK293 hcDAF-12 lit1-tk-luc reporter, luminescence; 0% DMSO, 100% Δ7-dafachronic acid; activation, % at 6.8 µM; 370,000 compounds, 1.4% hits; AID 652067;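 active = activation above the mean of all tested compounds plus 3 SD, cut at about 5.5% in these data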;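 note: 100% = response to 3 µM Δ7-dafachronic acid high control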
ADAM17 inh: inhibits human ADAM17; recombinant ADAM17, EDANS/DABCYL FRET peptide cleavage; inhibition, % at 6.95 µM; 370,000 compounds, 0.83% hits; AID 720648;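 active = inhibition above the mean of compounds lying between control limits plus 3 SD, set per campaign, cut at about 8.5% in these data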;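 note: 0% = DMSO-only wells as the low control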
Target sequence (P78536 215-824 limits assumed): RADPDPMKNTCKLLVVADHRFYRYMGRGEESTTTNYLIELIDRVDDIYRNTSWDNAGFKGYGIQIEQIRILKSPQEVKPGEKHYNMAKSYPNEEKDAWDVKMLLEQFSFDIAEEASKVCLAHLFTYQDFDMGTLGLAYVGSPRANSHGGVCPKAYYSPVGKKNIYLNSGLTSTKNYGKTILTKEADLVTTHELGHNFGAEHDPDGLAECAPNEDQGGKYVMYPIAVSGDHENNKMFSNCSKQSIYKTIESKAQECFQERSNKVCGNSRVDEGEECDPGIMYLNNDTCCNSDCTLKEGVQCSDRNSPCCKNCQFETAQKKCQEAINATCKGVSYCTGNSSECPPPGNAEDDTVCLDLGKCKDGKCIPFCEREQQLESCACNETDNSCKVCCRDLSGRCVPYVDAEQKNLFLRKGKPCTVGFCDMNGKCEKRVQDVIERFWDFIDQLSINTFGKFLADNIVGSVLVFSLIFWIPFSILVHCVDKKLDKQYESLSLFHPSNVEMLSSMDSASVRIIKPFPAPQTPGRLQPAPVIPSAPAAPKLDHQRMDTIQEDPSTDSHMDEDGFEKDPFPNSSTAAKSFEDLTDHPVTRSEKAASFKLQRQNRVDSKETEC
DAX1 inh-1: blocks DAX1 repression of SF-1 activated StAR promoter; HEK293T StAR-luciferase reporter, SF-1/DAX-1 repression relief; inhibition, % at 6.8 µM; 370,000 compounds, 1.1% hits; AID 652010;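 active = inhibition above the mean over all tested compounds plus 3 SD, cut at about 3.6% in these data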;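 note: 0% = DAX-1 cells with DMSO and 100% = cells lacking DAX-1 with DMSO; higher inhibition means more luminescence from relief of DAX-1 repression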
PLC-beta3 inh: blocks human PLC-beta3 enzyme activity | Q01970 | Purified PLC-beta3, fluorogenic substrate, fluorescence | inhibition, % at 12.2 µM | 370,000 compounds, 0.18% hits | AID 720704; in the data active = inhibition above about 11%;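 note: 0% = median of compound wells on plate and 100% = full blocker control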
MBD2 inh: MBD2-methylated oligo binding inhibition; Q9UBB5; TR-FRET, MBD2 binding to methylated oligonucleotide; inhibition, % at 4.4 µM; 370,000 compounds, 0.31% hits; AID 686964; in the data active = inhibition above about 13%
ssDAF-12 act: activators of S. stercoralis DAF-12 nuclear receptor | HEK293 ssDAF-12/GRIP1 lit1-tk-luc reporter, luminescence; % of 3 µM dafachronic acid response | activation, % at 6.8 µM | 370,000 compounds, 1% hits;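 active = activation above the mean over all tested compounds plus 3 SD, cut at about 0.9% in these data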;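 note: 0% = DMSO-only wells and 100% = 3 µM delta7-dafachronic acid wells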
DAX1 inh-2: inhibitors of human orphan nuclear receptor DAX1 (NR0B1). P51843. HEK293 Gal4-DAX1 luciferase reporter, luminescence. inhibition, % at 6.75 µM. 340,000 compounds, 0.99% hits. AID 504766;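 active = inhibition above the mean over all tested compounds plus 3 SD, cut at about 4.2% in these data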;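 note: 0% = DAX1-transfected cells with DMSO and 100% = empty-vector control cells with DMSO; inhibition shows as a rise in luminescence from relieved DAX1 repression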
Target sequence (P51843 207-470 limits assumed): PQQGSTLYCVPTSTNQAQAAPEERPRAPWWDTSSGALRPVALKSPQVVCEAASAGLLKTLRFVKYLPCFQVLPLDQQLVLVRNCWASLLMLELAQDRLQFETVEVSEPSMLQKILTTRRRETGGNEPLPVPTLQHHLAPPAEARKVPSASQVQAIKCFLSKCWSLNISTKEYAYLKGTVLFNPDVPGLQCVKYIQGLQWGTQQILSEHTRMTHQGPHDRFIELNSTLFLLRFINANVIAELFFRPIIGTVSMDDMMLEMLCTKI
SMARCA2 activ: SMARCA2 function activation, primary screen | 370,000 compounds, 1% hits | MG213 cells, MMTV-luciferase reporter, dexamethasone, overnight | activation, % at 9.1 µM | AID 652017; in the data active = activation above about 7.8%;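 note: 0% = vehicle wells and 100% = reference activator wells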
PLC-gamma1 inh: blocks human PLC-gamma1 enzyme activity; purified PLC-gamma1, fluorogenic substrate, fluorescence; inhibition, % at 12.2 µM; 370,000 compounds, 0.84% hits; AID 720700; in the data active = inhibition above about 9.5%
NR1D1 modulator: Rev-erb alpha (human) modulation | P20393 | Rev-erbα–FITC-DNA binding, fluorescence polarization, 90 min | activity, % at 10 µM | 370,000 compounds, 0.79% hits | AID 1259318;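 active = activity above about 14%, limit read from the data; passing the limit was not always enough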;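 note: 0% = DMSO wells with 35 nM protein and 100% = DMSO wells with 750 nM protein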
hgDAF12 agonist: agonists of H. glycines DAF-12 nuclear receptor; HEK293 GAL4-hgDAF12 UAS-luciferase reporter, agonist luminescence; normalized to butyrate control; activation, % at 6.8 µM; 370,000 compounds, 1.8% hits; AID 687014;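 active = activation above a cutoff set at the mean of all screened compounds plus 3 SD, cut at about 10% in these data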;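 note: 0% = DMSO wells and 100% = sodium butyrate wells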
An asterisk follows results filed as active; nt = no result given.

1) CS(=O)(=O)N(CC(=O)Nc1ccc2c(c1)OCO2)c1ccc(Cl)cc1
2) Cc1cc(C)nc(CCNC(=O)CC2C(=O)NCCN2Cc2ccc(F)cc2Cl)n1 (centres undefined)
3) CC(C)C(NS(=O)(=O)c1ccc2c(c1)C(C)(C)C(=O)N2C)C(=O)NCc1ccccc1Cl (centres undefined)
4) Cc1sc2ncnc(N3CCN(c4ncccn4)CC3)c2c1C
5) CC1=NCCN1S(=O)(=O)c1cccc([N+](=O)[O-])c1
6) Cc1c(CC(=O)NCC(=O)NCC(=O)O)c(=O)oc2cc3oc4c(c3cc12)CCCC4
7) Cc1ccccc1CN(C)C(=O)[C@H](Cc1ccccc1)NC(=O)c1ccco1
8) O=C(Nc1ccc2c(c1)OCCO2)c1cnc2n(c1=O)CCS2

entry no.,1,2,3,4,5,6,7,8
NR1D1 modulator,-2,-1,-2,-2,-6,-3,7,-3
hcDAF-12 act,0.8,-1.9,-1.8,-2.7,-1.3,0.0,-2.1,4.0
SMARCA2 activ,1,-2,-3,0,0,-2,-1,3
DAX1 inh-2,-0.3,1.1,0.2,-1.4,0.1,0.7,-0.2,1.5
ssDAF-12 act,-1.1,-1.4,-1.4,-1.8,-1.6,-0.7,-0.4,-0.6
hgDAF12 agonist,2.6,5.6,1.2,-1.8,-3.6,0.6,-3.5,8.8
PLC-beta3 inh,-2,-22,0,4,1,-326,-9,-3
DAX1 inh-1,0.0,-1.3,-1.5,-0.9,-0.6,0.9,-3.1,3.7*
MBD2 inh,1,-2,-3,-5,-4,-4,4,6
ADAM17 inh,-6,-5,-2,3,-2,-86,-1,-2
PLC-gamma1 inh,-1,-19,1,2,-1,-241,-2,-6

9) COc1ccc(NS(=O)(=O)c2ccc3c(c2)N(C(C)=O)CC(C)S3)c(OC)c1 (centres undefined)
10) CCN(CC(=O)NCc1ccc(Cl)cc1)C(=O)CCC(=O)c1ccc(F)cc1
11) COc1cccc(NC(=O)c2cc3c(=O)n4ccccc4nc3n(CC(C)C)c2=N)c1
12) Clc1cccc(-c2ccc(CNCc3ccccn3)o2)c1
13) CCOC(=O)C1(Cc2ccccc2)CCCN(CCCn2cccn2)C1 (centres undefined)
14) COc1ccc(CCN2C(=O)CC(N3CCC(C(N)=O)CC3)C2=O)cc1OC (centres undefined)
15) CC1(C)CC(=O)C2=C(C1)N1CCCCC1CC2=O (centres undefined)
16) CN(CCO)C(=O)C(c1ccccc1)c1ccccc1

entry no.,9,10,11,12,13,14,15,16
NR1D1 modulator,-1,0,-7,-1,3,9,-5,0
hcDAF-12 act,-2.9,0.2,0.0,1.1,-1.0,-1.4,0.9,-1.1
SMARCA2 activ,-5,-3,3,0,0,-1,-2,2
DAX1 inh-2,-1.1,-0.7,1.2,-0.3,0.5,1.2,-0.6,0.1
ssDAF-12 act,-1.8,-1.2,-0.9,-1.2,-1.2,-1.1,-1.2,-0.7
hgDAF12 agonist,-5.3,0.2,1.9,2.4,3.5,0.5,-2.2,0.9
PLC-beta3 inh,-6,-4,-1,-11,1,-7,2,-4
DAX1 inh-1,-1.0,-1.5,0.5,-0.3,0.2,-0.4,0.3,0.3
MBD2 inh,1,-4,2,-2,-6,2,-5,0
ADAM17 inh,-4,2,-5,-4,-1,-2,0,-3
PLC-gamma1 inh,0,-2,-1,-9,-1,0,0,1

17) C[C@@H](C(=O)Nc1nccs1)N1C(=O)C2CC=CCC2C1=O (some centres undefined)
18) O=C(O)C1CCCCN1S(=O)(=O)c1ccc(Cl)s1 (centres undefined)
19) Cc1ccc(C)c(N(CC(=O)Nc2ccccc2C(=O)NCc2ccco2)S(=O)(=O)c2ccccc2)c1
20) Cc1ccc(OCC(=O)NNC(=S)NCc2ccccc2)cc1
21) COC(=O)c1nnn(CC(=O)Nc2ccc(C)c(F)c2)c1C(=O)OC
22) COC(=O)[C@]1(Cc2ccccc2)NC=C(C(=O)c2ccccc2)[C@@H]1c1cccs1
23) Cc1ccc(C(=O)CSc2nnc(-c3ccco3)n2Cc2ccccc2)cc1
24) Cc1ccc(N(C)S(=O)(=O)c2cccc(C(=O)N3CCN(Cc4ccccc4)CC3)c2)cc1

entry no.,17,18,19,20,21,22,23,24
NR1D1 modulator,-1,-4,2,-2,-5,-7,-1,0
hcDAF-12 act,-0.3,-2.7,-1.0,-1.4,0.0,2.9,-1.7,-0.2
SMARCA2 activ,-4,-3,2,-3,0,-2,11*,-4
DAX1 inh-2,4.8*,-1.9,-1.8,0.8,1.6,nt,-0.1,-1.9
ssDAF-12 act,-0.6,-1.8,-1.0,-1.2,-0.4,-0.7,-1.5,-1.3
hgDAF12 agonist,-0.5,-2.5,-1.5,-0.7,2.5,0.5,3.4,-2.7
PLC-beta3 inh,0,-1,-2,-5,2,-5,1,-4
DAX1 inh-1,1.2,0.3,-0.8,0.0,0.5,1.1,-0.4,-2.1
MBD2 inh,-2,0,-8,1,-1,1,-2,3
ADAM17 inh,8,4,9.6*,-2,-3,-3,4,9.3*
PLC-gamma1 inh,3,0,5,-2,0,-7,3,11*

Compound profiles, as listed above:
`Cc1ccc(C)c(N(CC(=O)Nc2ccccc2C(=O)NCc2ccco2)S(=O)(=O)c2ccccc2)c1` in the list: NR1D1 modulator: 2; hcDAF-12 act: -1.0; SMARCA2 activ: 2; DAX1 inh-2: -1.8; ssDAF-12 act: -1.0; hgDAF12 agonist: -1.5; PLC-beta3 inh: -2; DAX1 inh-1: -0.8; MBD2 inh: -8; ADAM17 inh: 9.6*; PLC-gamma1 inh: 5
`CCN(CC(=O)NCc1ccc(Cl)cc1)C(=O)CCC(=O)c1ccc(F)cc1` in the list: NR1D1 modulator: 0; hcDAF-12 act: 0.2; SMARCA2 activ: -3; DAX1 inh-2: -0.7; ssDAF-12 act: -1.2; hgDAF12 agonist: 0.2; PLC-beta3 inh: -4; DAX1 inh-1: -1.5; MBD2 inh: -4; ADAM17 inh: 2; PLC-gamma1 inh: -2
`COc1ccc(NS(=O)(=O)c2ccc3c(c2)N(C(C)=O)CC(C)S3)c(OC)c1` (centres undefined) in the list: NR1D1 modulator: -1; hcDAF-12 act: -2.9; SMARCA2 activ: -5; DAX1 inh-2: -1.1; ssDAF-12 act: -1.8; hgDAF12 agonist: -5.3; PLC-beta3 inh: -6; DAX1 inh-1: -1.0; MBD2 inh: 1; ADAM17 inh: -4; PLC-gamma1 inh: 0

Returning to the listing, repeating the 3 entries before the break.
22) COC(=O)[C@]1(Cc2ccccc2)NC=C(C(=O)c2ccccc2)[C@@H]1c1cccs1
23) Cc1ccc(C(=O)CSc2nnc(-c3ccco3)n2Cc2ccccc2)cc1
24) Cc1ccc(N(C)S(=O)(=O)c2cccc(C(=O)N3CCN(Cc4ccccc4)CC3)c2)cc1
25) Cc1cc(=O)oc2cc(OCC(=O)Nc3ccccc3C(N)=O)c(Cl)cc12
26) COc1cc(OC)cc(C(=O)Nc2cccc3ccccc23)c1
27) CCC(C)Sc1nc(C)nc2c1c(=O)n(C)c(=O)n2C (centres undefined)
28) COc1ccccc1-c1nnc(SC(C)C(=O)O)n1-c1ccccc1 (centres undefined)
29) COc1ccccc1NC(=O)CN(C)S(=O)(=O)c1cc(C)ccc1OC
30) COc1cc(C(=O)OCC(=O)Nc2ccccc2C(=O)NC2CC2)c([N+](=O)[O-])cc1OC
31) O=C(Nc1ccc(S(=O)(=O)N2CCOCC2)cc1)c1ccc2ncsc2c1
32) COC(=O)c1cccc(-n2c(C)cc(O)cc2=O)c1

entry no.,22,23,24,25,26,27,28,29,30,31,32
NR1D1 modulator,-7,-1,0,-13,1,-1,1,0,8,-2,4
hcDAF-12 act,2.9,-1.7,-0.2,-0.8,-0.9,4.2,3.3,-1.1,-0.4,0.7,2.9
SMARCA2 activ,-2,11*,-4,3,-1,-1,-2,1,3,2,1
DAX1 inh-2,nt,-0.1,-1.9,1.2,-0.1,0.7,-0.3,0.0,0.4,0.1,nt
ssDAF-12 act,-0.7,-1.5,-1.3,-0.9,-1.2,-0.5,0.6,-0.8,-1.8,-1.7,-1.4
hgDAF12 agonist,0.5,3.4,-2.7,2.1,-0.3,-1.1,4.4,-1.5,1.1,0.2,2.4
PLC-beta3 inh,-5,1,-4,-10,-7,4,6,5,-5,-21,1
DAX1 inh-1,1.1,-0.4,-2.1,-0.1,-0.2,1.1,-0.1,0.1,-0.5,-0.2,0.8
MBD2 inh,1,-2,3,0,-5,5,0,-3,-8,4,-1
ADAM17 inh,-3,4,9.3*,-5,5,-2,0,0,1,-1,-2
PLC-gamma1 inh,-7,3,11*,-1,2,1,6,5,2,-4,0

33) Cc1cc(C)c2c(=O)[nH]c(SCC(=O)c3ccc(F)c(C)c3)nc2n1
34) COc1ccc(C2C(C(=O)c3ccco3)=C(O)C(=O)N2Cc2cccnc2)cc1OC (centres undefined)
35) CN(C)CCNC(=O)c1ccc(-c2cn3c(-c4ccc(Oc5ccccc5)cc4)cnc3cn2)cc1
36) CC(/C=N\NC(=O)CSc1nnc(-c2ccc(Br)cc2)n1-c1ccccc1)=C\c1ccco1
37) COc1ccccc1-c1noc2ncnc(Nc3cccc(C)c3)c12
38) CCCn1ncc(CN2CCC(n3nccc3NC(=O)CCc3ccccc3)CC2)c1C
39) CC(=O)Nc1cccc(NC(=O)c2cccc3cccnc23)c1
40) Cc1cc(NC(=O)Cn2c(=O)oc3ccccc32)no1

entry no.,33,34,35,36,37,38,39,40
NR1D1 modulator,35*,-8,1,-3,-2,0,10,0
hcDAF-12 act,-1.8,0.3,-0.3,-1.3,-1.7,0.9,0.1,-0.2
SMARCA2 activ,-2,5,5,-4,-2,2,0,1
DAX1 inh-2,0.6,0.5,nt,nt,-0.3,0.7,-0.5,-0.1
ssDAF-12 act,-1.6,-1.5,-2.1,-1.2,-0.9,-0.3,-1.8,-1.3
hgDAF12 agonist,-2.0,1.2,6.3,2.3,-0.4,-1.9,1.0,0.4
PLC-beta3 inh,-3,-6,-268,-14,-7,4,-10,-1
DAX1 inh-1,-0.4,-0.2,-0.9,-2.8,-0.6,-0.8,-0.2,1.0
MBD2 inh,5,-6,-3,4,1,-3,5,-1
ADAM17 inh,-6,-3,-57,-1,-2,-3,0,-1
PLC-gamma1 inh,-1,-3,-196,-8,-7,2,1,-1

2 entries from above, tab-delimited:
cpd	canonical_smiles	NR1D1 modulator	hcDAF-12 act	SMARCA2 activ	DAX1 inh-2	ssDAF-12 act	hgDAF12 agonist	PLC-beta3 inh	DAX1 inh-1	MBD2 inh	ADAM17 inh	PLC-gamma1 inh
29	COc1ccccc1NC(=O)CN(C)S(=O)(=O)c1cc(C)ccc1OC	0	-1.1	1	0.0	-0.8	-1.5	5	0.1	-3	0	5
30	COc1cc(C(=O)OCC(=O)Nc2ccccc2C(=O)NC2CC2)c([N+](=O)[O-])cc1OC	8	-0.4	3	0.4	-1.8	1.1	-5	-0.5	-8	1	2
